From PubChem BioAssay
BRCA1 expr up: qHTS Assay to Identify Small Molecule Activators of BRCA1 Expression. MCF7-BRCA1-FFLuc reporter, luminescence, 48 h; response scale: scaled: vehicle 0%, 10 µM genistein 100%. Potency, µM (highest dose often 46.1 µM), for the others: at the highest dose activation, usual class: activators. actives 1.1% (n = 380,000); also: nearly all actives have a fitted effect of over 80% in size; some results filed as inactive show a strong effect at the top dose
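Quantitative HTS in MCF7 cells stably reporting BRCA1 expression via firefly luciferase. Compound treatment lasts 48 h at 37 °C in phenol-red free MEM. Activation is expressed relative to genistein at 10 microM and DMSO.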
MBNL1 CUG block: qHTS Assay for Inhibitors of MBNL1-poly(CUG) RNA binding; Muscleblind-like protein 1 (Homo sapiens), Q9NR56; TR-FRET MBNL1-His/biotin-(CUG)12 binding, 665/545 ratio; Potency, µM (top dose mostly 57.5 µM), inactives show at the highest dose activity change, negative = inhibition, usual class: inhibitors; actives 0.036% (n = 280,000); active = well fitted inhibition curve with a large enough effect in the signal ratio, with a control signal flat, not every such curve was filed as active; inconclusive = small, poorly fitted or top-dose-only effect, or effect the other way, or a change in a side signal; inactive = no such curve, though single readings can be large or run the other way; the % refers to the signal ratio; also: % is scaled to controls: 0 for no effect and ±100 for the full control effect
Target sequence (Q9NR56 whole entry, looked up): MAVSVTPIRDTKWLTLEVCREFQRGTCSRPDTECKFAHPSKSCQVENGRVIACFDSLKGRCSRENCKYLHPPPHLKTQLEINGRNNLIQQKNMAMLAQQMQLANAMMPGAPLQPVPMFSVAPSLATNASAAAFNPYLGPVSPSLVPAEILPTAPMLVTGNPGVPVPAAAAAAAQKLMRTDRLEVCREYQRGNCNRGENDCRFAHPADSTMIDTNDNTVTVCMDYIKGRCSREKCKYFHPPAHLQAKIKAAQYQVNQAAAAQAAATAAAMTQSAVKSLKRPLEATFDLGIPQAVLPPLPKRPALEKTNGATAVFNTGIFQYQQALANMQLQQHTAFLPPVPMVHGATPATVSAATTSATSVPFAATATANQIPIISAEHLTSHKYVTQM
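Compound titration spanned 92 nM–58 uM against the MBNL1-His/biotin-(CUG)12 complex. After 60 min at room temperature with 5 nM streptavidin-XL665 and 0.055 ng/ul terbium anti-His, ratiometric 665/545 nm emission (Ex 340 nm) normalized to controls.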
Rab9 promoter act: qHTS Assay for Rab9 Promoter Activators; Huh7 Rab9 promoter-luciferase reporter, luminescence, 24 h; Potency, µM (highest dose often 9.22 µM), for the others: at the top dose activation, negative = inhibition, usual class: activators; actives 2.8% (n = 320,000); AID 485297, 2010; also: % of control where 0% means no effect; nearly all actives have a fitted effect of over 60% in size
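Quantitative HTS format; Huh7 Rab9-luciferase reporter cells (1500/well) receive compound 2 h post-plating, incubate 24 h at 37 °C, then get luciferase reagent for 10 min before luminescence reading.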
RORgamma inh: qHTS for inhibitors of ROR gamma transcriptional activity | Potency, µM (doses to about 53.6 µM), inactives show at the highest dose activity change, negative = inhibition, usual class: inhibitors | AID 2551, 2010 | actives 5.4% (n = 310,000) | Drosophila S2 Gal4-RORgamma UAS-luciferase reporter, 20 h; also: % is scaled to controls: 0 for no effect and ±100 for the full control effect; nearly all actives have a fitted effect of over 60% in size
Target sequence (P51450 whole entry, looked up, the tested form may be a part): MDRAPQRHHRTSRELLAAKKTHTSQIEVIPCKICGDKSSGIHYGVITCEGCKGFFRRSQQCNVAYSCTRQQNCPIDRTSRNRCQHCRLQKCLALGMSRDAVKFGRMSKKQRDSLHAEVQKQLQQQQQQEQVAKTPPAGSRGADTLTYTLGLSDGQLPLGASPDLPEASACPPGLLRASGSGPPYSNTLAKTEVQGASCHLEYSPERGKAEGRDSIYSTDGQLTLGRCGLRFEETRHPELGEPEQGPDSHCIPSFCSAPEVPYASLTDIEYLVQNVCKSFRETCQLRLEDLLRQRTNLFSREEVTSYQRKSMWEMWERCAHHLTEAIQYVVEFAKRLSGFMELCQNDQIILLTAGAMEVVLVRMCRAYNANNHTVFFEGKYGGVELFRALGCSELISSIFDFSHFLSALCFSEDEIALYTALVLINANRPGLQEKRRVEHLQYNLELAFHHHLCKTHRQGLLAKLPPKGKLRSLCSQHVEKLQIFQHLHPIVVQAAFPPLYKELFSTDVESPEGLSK
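Luminescence from a UAS-regulated Photinus luciferase reporter in stably transfected Drosophila Schneider cells is measured; decreased signal marks ROR gamma inhibition. Fusion expression is induced by 700 uM copper sulfate for 20 hr.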
p53 reactivation: qHTS assay for re-activators of p53 using a Luc reporter. actives 0.063% (n = 320,000). Potency, µM (series often up to 92.2 µM), without a hit: at the highest dose activity change, positive = activation, most hits filed as activators. H1299 p53-A138V BP100-luciferase reporter, luminescence, 24 h; also: % of control where 0% means no effect; nearly all actives have a fitted effect of over 45% in size
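H1299 (p53-null), stable ts p53-A138V + BP100-Luc; 1000 cells/well, Opti-MEM/10% FBS; cpd 4 pt, 1:5; 24 h, 37 deg C, 5% CO2; detection reagent 10 min RT; luminescence.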
uPA generation: qHTS for Inhibitors of Cell Surface uPA Generation. actives 0.31% (n = 330,000). cell surface uPA generation assay, qHTS. Potency, µM (top dose mostly 38.3 µM), for the others: top-dose activity change, negative = inhibition, hits mostly inhibitors; active = well fitted inhibition curve with a large enough effect; inconclusive = small, poorly fitted or top-dose-only effect; inactive = no such curve, though single readings can be large or run the other way; tested in mouse RAW 264.7 cells; also: % is scaled to controls: 0 for no effect and ±100 for the full control effect; nearly all actives have a fitted effect of over 55% in size
VP16 counter: VP16 counterscreen qHTS for inhibitors of ROR gamma transcriptional activity. Drosophila S2 Gal4-VP16 UAS-luciferase, luminescence, 20 h. Potency, µM (series often up to 53.6 µM), for the others: top-dose activity, negative = inhibition, most hits filed as inhibitors. actives 3.5% (n = 310,000). AID 2546, 2010;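 also: Gal4-VP16 expression switched on by copper sulfate through the metallothionein promoter; % is scaled to controls: 0 for no effect and ±100 for the full control effect; nearly all actives have a fitted effect of over 50% in size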
MLL CXXC-DNA inh: qHTS Fluorescence Polarization Assay for Inhibitors of MLL CXXC domain - DNA interaction | AID 2662, 2010 | MLL-CXXC / FITC-HOXA9 DNA fluorescence polarization | Potency, µM (highest dose often 115 µM), for inactives: at the top dose activity change, negative = inhibition, hits mostly inhibitors | actives 0.037% (n = 290,000) | Histone-lysine N-methyltransferase 2A (Homo sapiens), Q03164; active = well fitted inhibition curve with a large enough effect in the polarisation, with a control signal flat, not every such curve was filed as active; inconclusive = small, poorly fitted or top-dose-only effect, or effect the other way, or a change in a side signal; inactive = no such curve, though single readings can be large or run the other way; the % refers to the polarisation
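Purified MLL-CXXC (added from a 7 uM solution) was preincubated 5 min at ambient with pinned compounds in 50 mM Tris-HCl pH 7.5, 50 mM NaCl, 1 mM DTT, 0.05% BSA. Fluorescein-labeled HOX-A9 DNA (50 nM solution) followed, 30 min, then polarization read.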
ELG1 genotox: qHTS screen for small molecules that induce genotoxicity in human embryonic kidney (HEK293T) cells expressing luciferase-tagged ELG1; Potency, µM (titrated, usually from 46 µM), for inactives: at the highest dose activity change, positive = activation, hits mostly activators; AID 504466, 2011; HEK293T ELG1-luciferase reporter, luminescence, 16 h; actives 1.3% (n = 330,000); also: % of control where 0% means no effect; nearly all actives have a fitted effect of over 60% in size
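Reporter readout depends on ELG1 protein level, which increases with genetic stress. After 16 hr compound exposure at 37 °C, luciferase activity was quantified using ONE-Glo.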
FLuc modulator: qHTS profiling assay for firefly luciferase inhibitor/activator using purifed enzyme and Km concentrations of substrates (counterscreen for miR-21 project); Luciferin 4-monooxygenase (Photinus pyralis), P08659; purified FLuc, Km substrates, luminescence inhibition; Potency, µM (top dose mostly 57.5 µM), for the others: at the highest dose activity change, negative = inhibition, most hits filed as inhibitors; actives 6.9% (n = 360,000);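 also: plate controls were vehicle for no effect and reference inhibitor for full effect; nearly all actives have a fitted effect of over 55% in size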
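Purified P. pyralis luciferase, 10 nM final, with Km-level 10 uM D-luciferin and 10 uM ATP in 50 mM Tris acetate pH 7.5, 10 mM Mg acetate, 0.01% Tween-20, 0.05% BSA; 6-point qHTS titration about 60 µM downward; luminescence read.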
NPC1 promoter act: qHTS Assay for NPC1 Promoter Activators; Huh7 NPC1 promoter luciferase reporter, 24 h; Potency, µM (titrated, usually from 9.22 µM), without a hit: at the highest dose activation, hits mostly activators; actives 2.4% (n = 320,000); AID 485313, 2010;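 also: % of control where 0% means no effect; nearly all actives have a fitted effect of over 60% in size; reporter is driven by a mutant NPC1 promoter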
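In 1536-well qHTS, Huh7 cells harboring an NPC1 promoter–luciferase construct received compound for 24 h; activation was quantified by luminescence following luciferase reagent addition.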
An asterisk follows results filed as active; ? = inconclusive; / = not tested or not shown; & = joins results of further samples; [ ] = another dose, or the depositor's remark. Unless noted, calls follow the shape of the dose curve; as a rule, active = well fitted curve in the direction sought with a large enough effect; inconclusive = small, poorly fitted or top-dose-only effect, or another doubt; inactive = no such curve, though single readings can be large; an effect the other way counts as inactive or inconclusive. Potency is read from the fitted curve at half-maximal effect.

SMILES,BRCA1 expr up,MBNL1 CUG block,Rab9 promoter act,RORgamma inh,p53 reactivation,uPA generation,VP16 counter,MLL CXXC-DNA inh,ELG1 genotox,FLuc modulator,NPC1 promoter act
CC(O)CNc1ccc(-c2nn(C)c(=O)c3ccccc23)cc1[N+](=O)[O-] (stereo not given),0%,?,-6%,-43%,-4%,-3%,2%[10 µM],10%,?,-4%,-2%
CCN(CC)S(=O)(=O)c1cccc(S(=O)(=O)c2cccc(S(=O)(=O)N(CC)CC)c2)c1,-69%,0%,1%,?,-3%,/,1%,-6%,-5%,-2%,-8%
CC(C)C[C@H](NC(=O)c1nc[nH]c1C(=O)NCC(=O)OC(C)(C)C)C(=O)OC(C)(C)C,2%,3%,-5%,7.1µM*,-3%,?,?,5%,-4%,1%,-5%
c1ccc(-c2nnc(N3CCOCC3)c3ccccc23)cc1,-4%,-11%,-11%,0%,2%,6%,-4%,-11%,1%,-2%,0%
Cc1cc2c(c(=O)n1Cc1ccccc1)C1O[C@](c3ccsc3)(Cc3ccccc31)O2,/,9%[11.5 µM],-11%[1.84 µM],13%[10 µM],/,/,-1%[10 µM],-5%[23 µM],/,-14%[11.5 µM],-1%[1.84 µM]
Cc1cc(C)c(OCC(=O)Nc2ccc(N3CCOCC3)cc2)c(Br)c1,/,6%,-9%,-10%,20%,/,1%,1%,3%,-1%,-9%
CCn1cc(C(=O)NCC(OC)OC)c(=O)c2cc(S(=O)(=O)N(C)C3CCCCC3)ccc21,-30%,-8%,4%,1%,-7%,?,19%,8%,-10%,3%,4%
O=C(CSc1nc2ncc(Br)cc2[nH]1)Nc1ccccc1-c1ccccc1,-13%,6%,-1%,?,9%,0%,?,-5%,-8%,7%,1%
Cc1cc2c(cc(C(=O)O)n2C)s1,5%,-8%,2%,3%,-1%,-4%,-1%,1%,5%,0%,3%
CCOC(=O)C1=C(NC(=S)NC(=O)c2ccccc2)c2ccccc2CC1(C)CC (stereo not given),-51%,-4%,0%,6.3µM*,-2%,-5%,7.1µM*,3%,-11%,5%,-7%
Cc1cccc(NC(=O)CN(C)S(=O)(=O)c2cnc[nH]2)c1,-11%,-11%,-2%,0%,2%,5%,-3%,16%,-3%,1%,0%
Nc1nnc(SCC(=O)N2CCc3ccccc3C2)s1,24%,-4%,22%,20%,-1%,4%,-5%,-4%,7%,-7%,-1%
COc1ccc(C(=O)COc2ccccc2C#N)cc1,92%,10%,3.2µM*,27%,32µM*,-8%,-6%,-2%,?,?,2.8µM*
Cc1ccc(C(=O)Nc2ccc3cn[nH]c3c2)cc1S(=O)(=O)N1CCCCC1,62%,5%,?,-7%,15%,3%,-28%,4%,15%,21µM*,?
COCCCn1c(N)c(-c2nc3ccccc3n2C)c2nc3ccccc3nc21,-29%,?,-3%,4µM*,-5%,/,7.1µM*,41%[activator],-10%,4%,-4%
O=C1NC(=O)C2C3c4ccccc4C(c4ccccc43)C12 (stereo not given),1%,-11%,4%,-4%,3%,3%,-3%,3%,0%,2%,0%
c1coc(CSSCc2ccco2)c1,-26%,/,1%,/,?,-2%,/,/,14%,/,-2%
Cc1ccccc1C(=O)N1CCN(c2ccc(NC(=S)NC(=O)c3ccco3)cc2)CC1,-83%,3%,-16%,16µM*,/,-2%,?,22%,-16%,-1%,-6%
O=C(CN1C(=O)c2ccccc2C1=O)OCC(=O)c1ccccc1,5%,/,3%,/,0%,2%,/,/,-1%,-6%,-1%
c1ccc(CCc2nc(-c3cccnc3)no2)cc1,10µM*,-1%,?,13%,?,-4%,17%,0%,?,-20%,?
CC(C)c1csc(CN2CCC(CO)(Cc3ccccc3)CC2)n1,50%,?,?,6%,5%,-1%,-6%,-8%,?,6.7µM*,26%
O=C(Nc1cccs1)NC1CCCC1,3%,5%,10%,14%,5%,-3%,-22%,-4%,17%,-17%,22%
Cc1nc(SC2CC(=O)N(c3ccccc3)C2=O)n[nH]1 (stereo not given),3%,-1%,-10%,4.5µM*,-8%,-3%,4.5µM*,-17%,-1%,-7%,0%
COC(=O)C1=C(C)C(c2ccc(OC)cc2)NC(=O)N1 (stereo not given),40%,0%,0%,-19%,4%,6%,11%,7%,8%,-19%,-1%
CCOC(=O)N1CCN(C(=O)CSc2ncnc3ccccc23)CC1,-23%,-3%,-1%,9%,21%,-9%,-16%,13%,-7%,-2%,-2%
CCCCOc1ccccc1NC(=O)C=C(C)C,14%,5%,12%,-2%,2%,-3%,-3%,?,-8%,0%,7%
CN(C)C=NC(=O)/C(C#N)=C1\CCc2ccccc2N1,10%,-4%,-5%,7%,13%,19%,-8%,0%,5%,5%,9%
COc1ccccc1C(=O)Nc1nnc(S(=O)(=O)N(C)Cc2ccccc2)s1,-33%,5%,1%,25%,4%,3%,5%,3%,-4%,?,-3%
NC(=O)CSCc1c(Cl)cccc1Cl,1%,0%,-8%,-2%,-6%,6%,-1%,1%,1%,-3%,-1%
Cc1ccc(-n2nc3c(=O)n(CCCC(=O)NCc4ccc(F)cc4)nc(C)c3c2C)cc1,-9%,2%,-7%,0%,-3%,-58%,-5%,29%,-3%,?,-7%

BRCA1 expr up, entries above that show a hit.
structure,BRCA1 expr up,Rab9 promoter act,RORgamma inh,p53 reactivation,uPA generation,MLL CXXC-DNA inh,NPC1 promoter act
c1ccc(CCc2nc(-c3cccnc3)no2)cc1,10µM*,?,13%,?,-4%,0%,?

The results go on.
SMILES,BRCA1 expr up,MBNL1 CUG block,Rab9 promoter act,RORgamma inh,p53 reactivation,uPA generation,VP16 counter,MLL CXXC-DNA inh,ELG1 genotox,FLuc modulator,NPC1 promoter act
COc1cccc(CN2CC(C(=O)NCc3cccc(Cl)c3)CCC2=O)c1 (stereo not given),0%,9%,-6%,11%,6%,-2%,7%,-2%,0%,0%,-3%
COC(=O)c1cn[nH]c1NC(=S)Nc1ccccc1C,?,3%,3.5µM*,5.6µM*,28%,/,?,6%,?,7.6µM*,?
O=C(CN1CCN(c2ccc(C(F)(F)F)cn2)CC1)NCc1ccc2c(c1)OCO2,-10%,-13%,1%,?,-3%,0%,-8%,-3%,-9%,7%,3%
O=C(O)C1CCCN1C(=O)c1cncc(Br)c1 (stereo not given),1%,2%,5%,0%,-4%,7%,-8%,5%,7%,10%,-6%
COc1ccc(/C=N/NC(=O)c2ccncc2)c(C(=O)O)c1OC,4%,-1%,-1%,-4%&-9%,3%,3%,-5%&0%,1%&-1%,-1%,5%,-4%
COc1ccc(NC(=O)c2nn(C34CC5CC(CC(C5)C3)C4)cc2[N+](=O)[O-])cc1,-17%,/,2%,-11%[10 µM],-2%,-4%,-4%,4%,-6%,-12%,-1%

Structures above containing a cyano group:
SMILES,BRCA1 expr up,MBNL1 CUG block,Rab9 promoter act,RORgamma inh,p53 reactivation,uPA generation,VP16 counter,MLL CXXC-DNA inh,ELG1 genotox,FLuc modulator,NPC1 promoter act
COc1ccc(C(=O)COc2ccccc2C#N)cc1,92%,10%,3.2µM*,27%,32µM*,-8%,-6%,-2%,?,?,2.8µM*
CN(C)C=NC(=O)/C(C#N)=C1\CCc2ccccc2N1,10%,-4%,-5%,7%,13%,19%,-8%,0%,5%,5%,9%

An excerpt (hit frequency here may not be typical).
